SKN-1 block: suppressors of acrylamide-induced Pgst-4::GFP reporter in worms, primary screen, SKN-1 inhibitor project, whole organism, uHTS, GFP/RFP fluorescence ratio, strain VP596. C. elegans VP596 Pgst-4::GFP/RFP ratio, 24 h. inhibition, % at 21.8 µM. 360,000 tested, 0.49% active;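 active means interference check ratio from 0.5 to 1.5 plus GFP to RFP signal ratio inhibition reaching or exceeding a fixed threshold, cut at about 30% in these data, passing the limit was not always enough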; further: some compounds called inactive have numbers as strong as hits
MT1-MMP act inh: blockers of MT1-MMP proenzyme processing, primary screen, HT1080 RFP-PRO-GFP cells, GFP/RFP fluorescence | Matrix metalloproteinase-14 (Homo sapiens), P50281 | GFP/RFP ratio fluorescence, overnight; percent of plate control window, DMSO zero | GFP/RFP ratio change, % at 20 µM | 360,000 tested, 0.061% active;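 active means GFP/RFP ratio change of at least 30% with cell ATP level not reduced by more than half and red fluorescence within 50% of control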; further: strong numbers were not always called active
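Read-out: GFP/RFP fluorescence ratio; Test system: RFP-PRO-GFP reporter HT1080 cells; Compound dosing: single-point 20 µM compound, 1% DMSO; Times: overnight compound exposure at 37 °C.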
Rpn11 block: Rpn11 (PSMD14) deubiquitinase inhibitors, primary screen, biochemical, fluorescence polarization, uHTS; 360,000 tested, 0.59% active; AID 588493, 2011; human 26S proteasome, Ub4-pepOG fluorescence polarization; 20S core pre-blocked with epoxomicin; 26S proteasome non-ATPase regulatory subunit 14 (Homo sapiens), O00487; calls only at 20 µM;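 active means inhibition at 20 µM, scaled to each plate's controls, above about 33%, limit read from the data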
CendR NRP1 mod: modulators of CendR peptide binding to NRP-1, primary screen, biochemical, fluorescence polarization, uHTS | 360,000 tested, 0.85% active | Neuropilin-1 (Homo sapiens), O14786 | inhibition, % at 25 µM | FAM-RPARPAR peptide binding to NRP-1;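 active means inhibition or corrected inhibition above about 18%, plus a signal ratio from 0.5 to 1.5, limit read from the data, passing the limit was not always enough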; further: strong numbers were not always called active
Scp1 inh: Scp-1 phosphatase inhibitors, primary screen, biochemical, colorimetric, uHTS; 340,000 tested, 0.88% active; Recombinant Scp1, phosphopeptide, malachite green phosphate absorbance; Carboxy-terminal domain RNA polymerase II polypeptide A small phosphatase 1 (Homo …; inhibition, % at 20 µM;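 active means inhibition above about 50% at 20 µM, limit read from the data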;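 further: plate controls were DMSO wells with enzyme for no effect and wells lacking enzyme for full effect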
Target sequence (Q9GZU7 76-261 limits assumed): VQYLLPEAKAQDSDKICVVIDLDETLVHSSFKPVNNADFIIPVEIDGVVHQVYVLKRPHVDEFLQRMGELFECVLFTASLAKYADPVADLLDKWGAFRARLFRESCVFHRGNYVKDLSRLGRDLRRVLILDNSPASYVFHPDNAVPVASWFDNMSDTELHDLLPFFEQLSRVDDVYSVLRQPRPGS
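assay system = SCP-1 phosphatase catalytic domain, residues 76-261 | buffer or medium = 50 mM Tris acetate pH 5.5, 0.005% Tween-20, 10 mM MgCl2 | incubation = enzyme reaction 45 min at room temperature, colour 5 min, stabilisation 30 min | signal = Phosphate-binding colour reagent, absorbance read at 630 nm | measure = % inhibition at 20 µM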
SUMO1-SIM PPI: modulators of SUMO1 protein-protein interactions, primary screen, biochemical, uHTS; SUMO1 binding to a labelled peptide, TR-FRET, 1 h; inhibition, % at 20 µM; Small ubiquitin-related modifier 1 (Homo sapiens), P63165; AID 602429, 2012; 360,000 tested, 0.33% active; in the data active means inhibition above about 37%
Target sequence (P63165 whole entry, looked up): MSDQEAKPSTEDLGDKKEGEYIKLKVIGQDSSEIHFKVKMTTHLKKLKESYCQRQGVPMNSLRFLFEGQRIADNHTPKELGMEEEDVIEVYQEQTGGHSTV
NadD block: inhibitors of S. aureus NadD, primary screen, biochemical, colorimetric, uHTS. AID 602399, 2012. Nicotinate-nucleotide adenylyltransferase NadD (Staphylococcus aureus N315). purified NadD enzyme, colorimetric absorbance read-out. inhibition, % at 20 µM. 360,000 tested, 0.78% active; in the data active means inhibition above about 26%; further: some compounds past the cut are filed as inactive
LMPTP inh: LMPTP phosphatase inhibitors, primary screen, biochemical, fluorescence intensity, uHTS; Low molecular weight phosphotyrosine protein phosphatase (Homo sapiens), P24666; recombinant LMPTP-A, OMFP fluorogenic substrate; inhibition, % at 20 µM; 360,000 tested, 0.22% active;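 active means compounds that cut the enzyme signal by at least half of the control window in the single-dose screen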;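 further: plate controls were DMSO wells with enzyme plus substrate for no effect and substrate without enzyme for full effect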
Target sequence (P24666 whole entry, looked up): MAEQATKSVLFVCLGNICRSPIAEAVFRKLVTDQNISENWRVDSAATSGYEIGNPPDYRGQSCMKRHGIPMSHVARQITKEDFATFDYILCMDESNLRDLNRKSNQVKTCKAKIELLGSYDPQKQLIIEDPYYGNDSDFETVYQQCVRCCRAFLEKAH
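Test system – LMPTP-A enzyme · Amount – LMPTP-A at 0.625 nM final in the reaction · Buffer or medium – Bis-Tris pH 6.0, DTT, detergent · Reagent – OMFP 400 µM · Doses – single 20 µM dose · Schedule – reaction 50 min, room temperature, dark · Detection – fluorescence intensity of OMFP turnover product · Evaluation – percent inhibition versus substrate-only and uninhibited controls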
DNMT1 inh: human DNMT1 methyltransferase inhibitors, primary screen, biochemical, molecular beacon, fluorescence, HinP1I cleavage, uHTS; DNA (cytosine-5)-methyltransferase 1 (Homo sapiens), P26358; 360,000 tested, 0.83% active; inhibition (reported as % activation of signal), % at 10 µM; in the data active means inhibition above about 50%
STEP block: STEP phosphatase inhibitors, primary screen, biochemical, fluorescence intensity, uHTS. inhibition, % at 20 µM. 360,000 tested, 0.25% active. recombinant STEP, OMFP fluorogenic substrate. AID 588621, 2011;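 active means inhibition at 20 µM, scaled per plate between control wells, above about 37%, limit read from the data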;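 further: 0% = DMSO with enzyme and substrate and 100% = substrate only without enzyme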
Target sequence (P54829 whole entry, looked up): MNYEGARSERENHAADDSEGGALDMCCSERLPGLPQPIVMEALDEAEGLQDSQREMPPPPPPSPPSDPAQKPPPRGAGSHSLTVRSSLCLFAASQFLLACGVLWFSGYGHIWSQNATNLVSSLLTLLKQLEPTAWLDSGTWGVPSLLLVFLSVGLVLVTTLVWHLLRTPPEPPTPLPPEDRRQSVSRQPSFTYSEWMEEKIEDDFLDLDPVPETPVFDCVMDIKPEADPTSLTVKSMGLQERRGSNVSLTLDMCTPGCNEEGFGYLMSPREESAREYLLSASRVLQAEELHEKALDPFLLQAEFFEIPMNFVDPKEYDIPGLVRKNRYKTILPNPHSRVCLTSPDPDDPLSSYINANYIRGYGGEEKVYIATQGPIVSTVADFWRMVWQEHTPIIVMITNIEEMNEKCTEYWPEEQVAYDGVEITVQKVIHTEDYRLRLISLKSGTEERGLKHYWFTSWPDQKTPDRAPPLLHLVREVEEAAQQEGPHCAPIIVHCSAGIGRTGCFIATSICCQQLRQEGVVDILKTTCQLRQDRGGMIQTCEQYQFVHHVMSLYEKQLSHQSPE
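Material: STEP (striatal-enriched tyrosine phosphatase) enzyme, cell-free; Compound dosing: 20 µM single dose in 1% DMSO; Technique: fluorescence read at 480 nm ex / 540 nm em; Times: reaction 20 min, ambient temperature; Medium: 50 mM Bis-Tris pH 6.0 with 2.5 mM DTT and 0.005% Tween 20; Also added: OMFP at 25 µM.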
The depositor's hits bear a star; i = inactive; . = not tested or not shown; & = joins results of further samples.

SMILES | SKN-1 block | MT1-MMP act inh | Rpn11 block | CendR NRP1 mod | Scp1 inh | SUMO1-SIM PPI | NadD block | LMPTP inh | DNMT1 inh | STEP block
Cc1ccsc1C(=O)N1CCC1(C)C(=O)NS(=O)(=O)c1ccc(Br)cc1 (stereo not drawn) | 0 | 2 | i | 1 | . | 2 | 2 | -2.7 | 1 | -2
Cc1cc2ncn(CS(C)(=O)=O)c2cc1C | -4 | -2 | i | 2 | -2 | -3 | 3 | -0.8 | 1 | -3
O=C1NC[C@@H](CCCCN2CCN(CCc3ccccc3)C(=O)C2=O)N(CCc2ccc(O)cc2)C1=O | 0 | 2 | . | 14 | . | 4 | 5 | -0.9 | . | .
Cc1nc(NC(=O)C(Cl)Cl)sc1C(=O)N(C)C | -2 | 1 | i | -3 | 31 | 2 | 4 | 8.8 | 20 | 4
O=C1c2ccc3c4c(ccc(c24)C(=O)N1c1ccc2ccccc2c1)CC3 | 35* | -2 | i | 10 | 5 | -4 | 17 | 1.9 | 19 | 2
COc1ccc(NC(=O)c2ccc(Cc3ccc(C)cc3)o2)cc1 | 5 | 0 | i | 11 | -9 | 3 | -11 | 0.1 | -11 | 0
Cc1occc1-c1nnc(SCC(=O)N2CCCCC2C)o1 (stereo not drawn) | 23 | 0 | i | 10 | -1 | 1 | -3 | 0.0 | 0 | 3
CSc1ncccc1C(=O)Nc1cccc(S(=O)(=O)N2CCOCC2)c1 | 5 | -3 | i | 2 | -8 | -6 | -2 | -0.7 | 0 | -4
Cc1ccc(C2=NC3(CCCCC3)N=C2SCC(=O)Nc2ccc3c(c2)OCCO3)cc1 | 16 | -2 | i | -12 | -7 | -2 | -1 | 3.2 | 0 | -2
Cc1cc(=O)oc2cc(OCC(=O)N/N=C/c3cc([N+](=O)[O-])ccc3O)ccc12 | 7 | 7 | . | -1 | 30 | 7 | 0 | 71* | 20 | 94*
CC(Sc1nnc(-c2ccccc2F)n1N)C(=O)NCC1CCCO1 (stereo not drawn) | 6 | 2 | i | 1 | 2 | 1 | 0 | -0.6 | 1 | 1
O=C1CCCC2=C1C(c1ccc(O)cc1)c1c(ccc3ccccc13)N2 (stereo not drawn) | 7 | 1 | i | 7 | -1 | -10 | 0 | 0.6 | -11 | 0
C=CCn1cnc2scc(-c3ccc(C)cc3)c2c1=O | -10 | -2 | i | 6 | 41 | -4 | -3 | -0.6 | 2 | -4
CCC(C)NC(=O)C(Cc1ccccc1)n1cccc1 (stereo not drawn) | 12 | 2 | i | -16 | 2 | 0 | 4 | -0.8 | -3 | 3
Cc1ccc2nsnc2c1NC(=O)COc1ccccc1 | 11 | 0 | i | -3 | -7 | -13 | 2 | -1.8 | 0 | 5
O=C(NC(=S)Nc1ccc(-c2ccccc2)cc1)c1ccccc1 | 26 | 4 | i | 0 | -18 | -1 | -5 | 1.7 | -9 | 0
CC1(C(=O)Nc2ccc3c(c2)OCO3)Cc2c(-c3cccc(C(F)(F)F)c3)ccnc2O1 (stereo not drawn) | 12 | -1 | i | -1 | . | 1 | -2 | 3.1 | -8 | 2
CCCC(=O)Nc1ccc(NC(=S)NC(=O)c2ccccc2[N+](=O)[O-])cc1 | 5 | 0 | i | -4 | -8 | -12 | -7 | -2.2 | 1 | -4
Cc1cc(OC(C)C(=O)NCc2ccccn2)c2c(C)cc(=O)oc2c1 (stereo not drawn) | 6 | 0 | i | 6 | -2 | 23 | 9 | -0.5 | 2 | 0
COc1ccc(CC(=O)NCc2ccco2)cc1OC | -4 | -2 | i | 4 | -3 | 1 | 2 | -0.7 | 3 | -1
O=C(c1ccncc1)N1CCN(S(=O)(=O)c2ccc(OC(F)(F)F)cc2)CC1 | -2 | 6 | i | -1 | 0 | 1 | -5 | -1.1 | 1 | 0
CC1C/C(=N/Nc2ccc([N+](=O)[O-])cc2[N+](=O)[O-])CC(C)(C)C1 (stereo not drawn) | 0 | 10 | i | 6 | -12 | -27 | 9 | 2.4 | 3 | 5
O=C(CN1CCCCC1)Nc1cc(Cl)ccc1Cl | -8 | 4 | i | 14 | 1 | -1 | 0 | -1.0 | 3 | -6
O=C(O)[C@H](Cc1ccccc1)NC(=O)N1CCOCC1 | -3 | -1 | i | 4 | -2 | -1 | 5 | -2.0 | 1 | 3
COc1ccc(NC(=O)c2cc(S(=O)(=O)N3CCCCC3)c[nH]2)cc1 | -2 | 3 | i | -12 | -12 | 4 | 1 | 0.1 | -4 | 0
Next part.
SMILES | SKN-1 block | MT1-MMP act inh | Rpn11 block | CendR NRP1 mod | Scp1 inh | SUMO1-SIM PPI | NadD block | LMPTP inh | DNMT1 inh | STEP block
Nc1cc(=O)[nH]c(=O)n1CCCc1ccccc1 | 17 | 0 | i | -2 | -7 | 3 | -8 | 1.1 | -3 | -3
CCCCNc1c([N+](=O)[O-])cc(C(=O)O)cc1[N+](=O)[O-] | 2 | 4 | i | -7 | -6 | -17 | 2 | 0.9 | 5 | -2
Nc1ncnc2c1nc(-c1ccccc1)n2C1OC(CO)C(O)C1O (stereo not drawn) | -13 | 2 | i | -10 | . | 1 | 1 | -1.1 | 0 | 3
Cc1nn(C)c(Cl)c1C(=O)NC(C(=O)O)c1ccccc1 (stereo not drawn) | 9 | 1 | i | 2 | -4 | 2 | -3 | -0.8 | 2 | 0
COc1ccc(C(CCN2CCCC2)c2c(OC)cc(OC)c3c(-c4ccccc4)cc(=O)oc23)cc1 (stereo not drawn) | -5 | 3 | i | 5 | -2 | -29 | 9 | 3.7 | 5 | 0
CCN(CC)CC(=O)Nc1scc2c1c(=O)oc1ccccc12 | 4 | 5 | i | 7 | -4 | 8 | -6 | -0.7 | 12 | -3
Cc1ccccc1NC(=O)C1CCCN(C(=O)NCc2ccccc2)C1 (stereo not drawn) | 8 | 1 | i | 0 | -7 | 6 | -11 | 0.4 | 1 | -4
Cc1cc2nn(-c3ccc(F)cc3)nc2cc1N | 39* | -3 | i | -1 | -9 | -17 | 3 | 2.1 | -20 | 1
CC(C)=CCN1CCN(Cc2cccc3c2OCO3)CC1CCO (stereo not drawn) | 0 | 2 | i | -6 | -7 | 4 | -8 | -0.6 | 1 | 5
C=CCC[C@@H](Cc1ccc(F)cc1)C(=O)OCCNC(=O)[C@@H](CC=C)CC(=O)N[C@@H](CO)Cc1ccccc1 | 2 | 1 | i | 4 | 4 | 0 | -3 | 0.1 | 4 | 1
COc1ccc(CCNC(=O)Cn2c(=O)n(-c3ccc(C)c(F)c3)c(=O)c3sccc32)cc1OC | -4 | -2 | i | -1 | -12 | -2 | -1 | -0.5 | 1 | 1
C=C(C)CSc1nnc([C@@H]2CCCN2)o1 | 3 | 0 | i | -3 | -9 | -3 | -2 | -0.6 | -4 | -2
COc1ccc(/C=N/NC(=O)Nc2cccc3nsnc23)cc1 | 10 | 2 | i | 5 | -1 | 0 | 3 | -1.4 | 9 | 0
CCOc1ccc(S(=O)(=O)Nc2ccc(C(=O)NCC(c3ccccc3)N(C)C)cc2)cc1 (stereo not drawn) | 2 | -1 | i | -3 | -8 | 4 | -3 | -3.2 | 1 | -2
CCOC(=O)Cc1nnc(NC(=O)C(CC)Sc2nncn2C)s1 (stereo not drawn) | -15 | -1 | i | 0 | -3 | 4 | -3 | -0.5 | -1 | 7
CCOC(=S)SCC(=O)Nc1nc(-c2ccc(Br)cc2)cs1 | 3 | -27 | i | -6 | -8 | 0 | 5 | 4.2 | 7 | 0
Cc1sc2c(c1C)C(=O)/C(=C\Nc1ccncc1)S(=O)(=O)N2C | 17 | 6 | i | -26 | -13 | -6 | -5 | -0.3 | -4 | 1
CC(C)C(NC(=O)c1ccc(Cl)cc1)C(=O)NCC1CCCO1 (stereo not drawn) | 15 | 0 | i | -5 | -10 | 4 | -2 | -0.3 | 0 | 2
CC(=O)Nc1c(I)c(NC(C)=O)c(I)c(C(=O)O)c1I | -11&-20 | 1&4 | i | -8&-3 | -1&37 | -3&-4 | 2&-2 | -1.4&-1.1 | 2&0 | -3&1
C/C(=N\N=C1\NC(=O)CC(C(=O)O)S1)c1ccc(F)cc1 (stereo not drawn) | 5 | -3 | i | -10 | -5 | -2 | -7 | -1.6 | 5 | -3
CCCCN(C(=O)c1cc(Cl)nc2ccccc12)c1c(N)n(Cc2ccccc2)c(=O)[nH]c1=O | -10 | 0 | i | 2 | -2 | 2 | -4 | -0.2 | 0 | -1
CS(=O)(=O)N1CCN(C2CCN(Cc3ccccc3)CC2)CC1 | -17 | -2 | i | 6 | -5 | 4 | -2 | -2.1 | -1 | -5
CS(=O)(=O)c1ccc(Sc2nc3ccccc3s2)c([N+](=O)[O-])c1 | 0 | 0 | i | -4 | -12 | -29 | -5 | -0.4 | 18 | -3
CC(CN1CCN(C)CC1)OC(=O)c1ccccc1Cl (stereo not drawn) | -8 | -4 | i | 11 | -2 | 2 | 7 | -2.0 | 3 | -14
O=C(/C=C/c1ccco1)NC1=NCCS1 | 10 | -4 | i | 0 | -2 | -10 | 0 | -2.0 | 1 | -1

Some of the entries so far, in markdown.
| SMILES | SKN-1 block | MT1-MMP act inh | Rpn11 block | CendR NRP1 mod | Scp1 inh | SUMO1-SIM PPI | NadD block | LMPTP inh | DNMT1 inh | STEP block |
| --- | --- | --- | --- | --- | --- | --- | --- | --- | --- | --- |
| Cc1ccccc1NC(=O)C1CCCN(C(=O)NCc2ccccc2)C1 (stereo not drawn) | 8 | 1 | i | 0 | -7 | 6 | -11 | 0.4 | 1 | -4 |
| Cc1cc2nn(-c3ccc(F)cc3)nc2cc1N | 39* | -3 | i | -1 | -9 | -17 | 3 | 2.1 | -20 | 1 |
| CC(C)=CCN1CCN(Cc2cccc3c2OCO3)CC1CCO (stereo not drawn) | 0 | 2 | i | -6 | -7 | 4 | -8 | -0.6 | 1 | 5 |
| C=CCC[C@@H](Cc1ccc(F)cc1)C(=O)OCCNC(=O)[C@@H](CC=C)CC(=O)N[C@@H](CO)Cc1ccccc1 | 2 | 1 | i | 4 | 4 | 0 | -3 | 0.1 | 4 | 1 |
